Screening results: PubChem, National Center for Advancing Translational Sciences (NCATS)
HEK293 viab: GF-AFC viability counterscreen for inhibitors of alpha-synuclein gene (SNCA) expression | AID 1671193, 2021 | Potency, µM (titrated, usually from 57.1 µM), without a hit: at the highest dose activity change, negative = cytotoxicity, most hits filed as cytotoxic | 150,000 compounds, 0.12% hits | HEK-293-SNCA-luc viability, GF-AFC fluorescence, 24 h;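 also: potency is read from the fitted curve at half-maximal effect; 0% = DMSO-treated cells and -100% = medium-only wells without cells; nearly all actives have a fitted effect of over 30% in size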
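Cytotoxicity counterscreen: after 24 h compound treatment of genome-edited SNCA-luciferase HEK-293 cells, live-cell protease substrate GF-AFC read by fluorescence after 30 min; activity scaled between DMSO (0%) and medium-only (-100%), curves Hill-fitted.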
Luciferase inh: Firefly luciferase inhibition profiling of diverse chemical library using quantitative high-throughput screening; Luciferin 4-monooxygenase (Photinus pyralis), P08659; purified P. pyralis luciferase, luminescence, biochemical; Potency, µM (series often up to 115 µM), for the others: at the highest dose activity change, negative = inhibition, most hits filed as inhibitors; 76,000 compounds, 2.5% hits; AID 1347043, 2019; also: potency is read from the fitted curve at half-maximal effect; nearly all actives have a fitted effect of over 65% in size
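Purified 10nM P. pyralis luciferase with 10uM D-luciferin and 10uM ATP in 50mM Tris acetate pH 7.5, 10mM Mg acetate, 0.01% Tween-20, 0.05% BSA. qHTS titration; luminescence read by CCD imager.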
HEK293 tox: Cytotoxic Profiling in HEK 293 Cell Line of Diverse Libraries Using Quantitative High-Throughput Screening | Potency, µM (titrated, usually from 115 µM), for the others: at the highest dose activity change, negative = cytotoxicity, most hits filed as inhibitors | 94,000 compounds, 6.6% hits | HEK 293 viability, ATP luminescence (CellTiter-Glo), 48-72 h | AID 1345083, 2018; also: potency is read from the fitted curve at half-maximal effect; nearly all actives have a fitted effect of over 60% in size
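Cells seeded first (HEK 293, 250 cells/well), then compound added by pintool. Incubation ran 48 or 72 hr at 37 degree Celsius. CellTiter-Glo was added and luminescence imaged after 10 min at room temperature.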
IP6K1 inh: Primary qHTS assay for small molecule inhibitors of Inositol hexaphosphate kinase 1 (IP6K1). IP6K1 kinase, ADP-Glo luminescence, 2 h; active compounds read low. activity change, % (series mostly up to about 58 µM). 140,000 compounds, 0.81% hits; in the data active = activity change below about -25%
Target sequence (Q92551 whole entry, looked up): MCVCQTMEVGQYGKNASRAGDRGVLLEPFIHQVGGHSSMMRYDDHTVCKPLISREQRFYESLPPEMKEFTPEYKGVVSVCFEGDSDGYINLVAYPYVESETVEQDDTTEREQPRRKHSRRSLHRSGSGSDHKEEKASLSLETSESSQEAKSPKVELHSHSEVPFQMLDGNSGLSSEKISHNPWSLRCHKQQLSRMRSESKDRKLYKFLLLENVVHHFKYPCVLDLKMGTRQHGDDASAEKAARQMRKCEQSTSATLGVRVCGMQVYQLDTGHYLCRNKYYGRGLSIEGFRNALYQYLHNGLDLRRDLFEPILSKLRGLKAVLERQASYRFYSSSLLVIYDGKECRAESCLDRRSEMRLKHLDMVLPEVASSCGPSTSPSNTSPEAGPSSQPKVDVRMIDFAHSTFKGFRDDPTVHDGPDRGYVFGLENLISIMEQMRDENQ
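ADP-Glo luminescence measures ADP made by human IP6K1 during a 2 h RT reaction with ATP/IP6 (mix at 1.3 mM/130 uM); top library doses 57.5 and 19.1 uM final.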
SNCA expr inhib: Primary qHTS assay for inhibitors of alpha-synuclein gene (SNCA) expression; HEK-293 SNCA-luciferase knock-in, luminescence, 24 h; Potency, µM (highest dose often 57.2 µM), without a hit: at the top dose activity change, negative = inhibition, usual class: inhibitors; 140,000 compounds, 0.17% hits; AID 1671194, 2021;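 also: potency is read from the fitted curve at half-maximal effect; plate controls were DMSO cells for no effect and cell-free wells for full effect; nearly all actives have a fitted effect of over 45% in size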
GPT2 inh: Primary qHTS assay for inhibitors of Glutamate pyruvate transaminase 2 (GPT2); Recombinant GPT2, coupled pyruvate oxidase/HRP Amplex Red fluorescence; Potency, µM (doses to about 57.7 µM), for inactives: at the highest dose activity change, negative = inhibition, actives largely listed as inhibitors; 100,000 compounds, 0.25% hits; also: potency is read from the fitted curve at half-maximal effect; nearly all actives have a fitted effect of over 60% in size; many of its hits are not listed in these tables
Target sequence (Q8TD30 whole entry, looked up): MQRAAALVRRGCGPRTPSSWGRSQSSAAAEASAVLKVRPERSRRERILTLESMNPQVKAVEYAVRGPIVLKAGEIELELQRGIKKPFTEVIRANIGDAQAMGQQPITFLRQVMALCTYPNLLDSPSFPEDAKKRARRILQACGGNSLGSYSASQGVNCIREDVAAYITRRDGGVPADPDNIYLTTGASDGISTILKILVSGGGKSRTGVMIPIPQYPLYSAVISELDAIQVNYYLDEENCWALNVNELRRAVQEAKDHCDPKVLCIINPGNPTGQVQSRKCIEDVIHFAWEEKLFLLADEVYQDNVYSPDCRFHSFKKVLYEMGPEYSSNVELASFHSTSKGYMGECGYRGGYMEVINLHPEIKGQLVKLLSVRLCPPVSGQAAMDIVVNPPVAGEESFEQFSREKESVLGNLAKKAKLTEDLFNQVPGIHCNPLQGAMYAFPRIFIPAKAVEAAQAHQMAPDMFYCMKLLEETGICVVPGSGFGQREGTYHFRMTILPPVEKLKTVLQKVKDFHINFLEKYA
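Recombinant GPT2 (10ng/uL) with 250uM a-KG and 2mM L-alanine, 30 min at room temperature, in HEPES pH 7.5 buffer. Pyruvate detected by pyruvate oxidase/HRP/Amplex Red fluorescence after 30 min in the dark; AOA (50uM) as positive control.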
NIH3T3 tox: Cytotoxic Profiling in NIH 3T3 Cell Line of Diverse Libraries Using Quantitative High-Throughput Screening; NIH 3T3 viability, CellTiter-Glo ATP luminescence, 48-72 h; Potency, µM (titrated, usually from 96.7 µM), inactives show at the highest dose activity change, negative = cytotoxicity, most hits filed as inhibitors; 94,000 compounds, 4.3% hits; AID 1345082, 2018; also: potency is read from the fitted curve at half-maximal effect; nearly all actives have a fitted effect of over 55% in size
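Cells were seeded at 400 per well, treated with pin-transferred compound, and kept 48 or 72 hr at 37 °C before CellTiter-Glo addition and luminescence imaging of cellular ATP.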
Starred values were filed as active, the others as inactive; i = inactive; ? = inconclusive; / = not tested or not shown; [ ] = dose if it differs, or a comment. Unless noted, calls follow the shape of the dose curve; as a rule, active = well fitted curve in the direction sought with a large enough effect; inconclusive = small, poorly fitted or top-dose-only effect, or another doubt; inactive = no such curve, though single readings can be large; an effect the other way counts as inactive or inconclusive. Unless noted, % is scaled to controls: 0 for no effect and ±100 for the full control effect.

SMILES	HEK293 viab	Luciferase inh	HEK293 tox	IP6K1 inh	SNCA expr inhib	GPT2 inh	NIH3T3 tox
COc1ccc(Cl)cc1C(=O)NC1CCCN(c2cc(-c3ccccc3)[nH]n2)C1 (stereo not given)	-20%	?	?	6	0%	?	?
CC1(C)CCC=[N+]1[O-]	3%	/	/	/	3%	3%	/
CCn1c(CNC(=O)C23CC4CC(CC(C4)C2)C3)nnc1SCC(=O)Nc1ccc(F)cc1	-8%	/	/	-12	5%	/	/
CN1C(=O)c2ccc(NC(=O)C[C@H]3NC(=O)c4ccccc4NC3=O)cc2C1=O	-2%	1%	-5%	-8	13%	i	i
O=C(c1ccc(Cl)nc1)N1CCCC(C(=O)N2CCC(c3ccccc3)CC2)C1 (stereo not given)	-22%	/	i	-10	-6%	3%	-6%
CCc1cccc2c(C(CC(=O)NCCc3ccccc3)c3ccc(OC)c(OC)c3)c[nH]c12 (stereo not given)	-3%	?	?	-8	27%	i	?
O=C(c1ccc(Cl)cc1)N1CCC2(CC1)CC(Cc1ccccc1)=NO2	4%	/	-26%	5	28%	1%	?
CN(Cc1ccccc1)C(=O)c1cn(C)c2ccc(S(=O)(=O)N3CCCCC3)cc2c1=O	-15%	/	/	-2	12%	/	/
CNC(=O)[C@@H]1CN(C(=O)c2cnn(C)c2)C[C@H]1COC	1%	2%	-1%	14	-14%	i	i
CCN(C(=O)CC1COc2ccc(C(=O)N(C)C)cc2N1C)C1CCOCC1 (stereo not given)	5%	-3%	i	25	0%	i	i
COc1ccc2c(c1)OC[C@@H]1CN(C)C(=O)CCN(C(=O)OCC(C)C)[C@H]21	/	/	-10%	6	/	/	?
Cc1oc(-c2cccc(Br)c2)nc1CN1CCC(C(=O)NCc2ccccc2)CC1	0%	/	/	5	-6%	/	/
Cc1cccc(OCC(=O)N2CC3CC(C2)[C@H]2CCCC(=O)N2C3)c1 (stereo not given in full)	8%	12%	11%	23	9%	i	2%
CC(C)(C)c1csc(NC(=O)c2ccc3c(c2)OCCN(C2CCC2)C3)n1	-28%[87.6 µM]	-8%[172 µM]	50µM*	0	-25%[87.6 µM]	1%[88.5 µM]	79µM*
O=C(NC1CCC1)C1CCCN1C(=O)c1cccc(-c2cccnc2)c1 (stereo not given)	/	/	i	-16	/	/	-6%
COc1ccc(-n2c(=O)c(C(=O)N3CCOCC3)nc3cccnc32)cc1	4%	/	-6%	17	-3%	-4%	-19%
COc1ccc(CN2CCC(N3CCCNC3=O)CC2)cc1	0%[87.6 µM]	-6%[172 µM]	1%[172 µM]	15	-22%[87.6 µM]	?	-6%[138 µM]
Cc1ccc(NC(=O)C2CCCN2S(=O)(=O)c2ccc3nc(-c4ccccc4)[nH]c3c2)cc1C (stereo not given)	-1%	/	/	-1	-27%	/	/
O=C1Nc2ccccc2CC12CCN([S+](=O)([O-])c1ccccc1)C2 (stereo not given)	3%	-2%	?	-12	26%	-13%	-9%
C=CCN1C[C@@H]2C[C@@H](C(N)=O)N(C(=O)CC3CCCC3)c3cccc(c32)[S+]1(=O)[O-]	-5%[23.9 µM]	/	?	23	-12%[25.6 µM]	i	?

Overlap with the part before: 3 entries, then new ones.
SMILES	HEK293 viab	Luciferase inh	HEK293 tox	IP6K1 inh	SNCA expr inhib	GPT2 inh	NIH3T3 tox
Cc1ccc(NC(=O)C2CCCN2S(=O)(=O)c2ccc3nc(-c4ccccc4)[nH]c3c2)cc1C (stereo not given)	-1%	/	/	-1	-27%	/	/
O=C1Nc2ccccc2CC12CCN([S+](=O)([O-])c1ccccc1)C2 (stereo not given)	3%	-2%	?	-12	26%	-13%	-9%
C=CCN1C[C@@H]2C[C@@H](C(N)=O)N(C(=O)CC3CCCC3)c3cccc(c32)[S+]1(=O)[O-]	-5%[23.9 µM]	/	?	23	-12%[25.6 µM]	i	?
Cc1ccc(S(=O)(=O)N2CC[C@H](c3nnc(-c4ccccc4)o3)C2)cc1	-8%[87.6 µM]	-2%[172 µM]	-21%[172 µM]	9	9%[87.6 µM]	3%[88.5 µM]	?
COc1cccc(C(=O)N2CCC3(CC2)N(C)C(=O)CS3(=O)=O)c1	7%	0%	i	-1	12%	-7%	5%
COc1cc(SC)ccc1C(=O)N[C@H]1CCN2C(=O)[C@H](CC3CCCCC3)NC(=O)[C@@H]2C1	4%	2%	-11%	11	-12%	-7%	-19%
CCCN1CCCCC12Cc1ccccc1CN([S+](C)(=O)[O-])C2 (stereo not given)	5%	/	-29%	-7	-12%	i	?
O=C(NC1CC1)[C@@H]1CN(Cc2ccc(Cl)cc2F)C[C@H]1CO	10%	1%	?	-1	40%[activator]	i	-21%
CNC(=O)[C@H]1C[C@H](Oc2cccnc2)CN1C(=O)NCc1ccc(C)cc1	14%	-5%	-5%	13	8%	i	-15%
O=C(Cc1ccccc1)N1CCN(c2ccc3nnc(-c4ccccc4)n3n2)CC1	/	/	?	26	/	/	?
CCOC(=O)c1c(C)[nH]c(C)c1S(=O)(=O)N1CCC(C(=O)Nc2ccc(C)c(N(C)C)c2)CC1	0%	/	/	-10	6%	/	/
CCOc1ccc(-c2nc(C3CC(=O)N(c4ccc(Cl)cc4)C3)no2)cc1 (stereo not given)	-8%	-22%	-12%	-4	13%	i	-19%
O=C1CC(c2noc(-c3ccc(F)cc3)n2)CN1c1ccc(F)c(Cl)c1 (stereo not given)	3%	1%	?	-16	2%	1%	?
O=C(Nc1ccccc1F)N1CC2CCC(C1)N2Cc1ccc(Cl)cc1	-1%	/	?	-4	0%	4%	?
c1ccc2ncc(CN3CCC[C@H]3c3nc(-c4ccc(OC5CCCCC5)nc4)no3)cc2c1	-13%	-15%	?	-12	-14%	i	?
CC(C)S(=O)(=O)Nc1ccc(F)c(C(=O)c2c[nH]c3ncc(-c4cccnc4)cc23)c1F	?	/	/	-20	/	-1%	/
N[C@H]1CO[C@H]2[C@@H]1OC[C@@H]2n1cc(-c2ccccc2)nn1	-4%[87.6 µM]	?	-27%[230 µM]	6	59%[activator][87.6 µM]	-11%[88.5 µM]	-15%[230 µM]
COc1cc(CN2CCc3c(c(CN(C(C)=O)c4ccccc4)nn3C)C2)ccc1O	-21%	/	0%	3	-15%	i	-13%
O=C(c1ccccc1Cl)N1CCC2(CC1)CC(=O)N(c1ccccc1)c1ccccc1O2	7%	-6%	79µM*	-3	-20%	-5%	?
CCCN(C(=O)Cn1ncc2c(=O)oc3ccccc3c21)c1cccc(C)c1	-13%	/	/	7	30%	/	/
O=C(Cc1ccccc1)Nc1cc(-c2cccnc2)nn1-c1ccccc1	-24%	/	?	3	-5%	i	?
CC[C@H]1CN(S(=O)(=O)c2ccc(OC)cc2)CC[C@H]1CC(=O)O	?	-1%[172 µM]	i	8	-16%[87.6 µM]	1%[88.5 µM]	?
C[C@H]1[C@@H]2[C@@H](O)C([C@H](C)C(=O)NCCN3CCOCC3)CC[C@@]2(C)CC[C@@H]1NC(=O)c1cnccn1 (stereo not given in full)	2%	-4%	4%	-1	10%	-2%	1%
Cc1ccc(C2Cn3nnc(C(=O)NC4CCCCC4)c3CO2)cc1 (stereo not given)	0%	-8%	-21%	-17	68%[activator]	?	?
O=C(CSC1=Nc2ccccc2C2=NC(CC(=O)NC3CCCCC3)C(=O)N12)Nc1ccc(F)cc1 (stereo not given)	-24%	/	/	-7	-2%	/	/
CCOc1ccc(NC(=O)c2nc3nc(C)cc(C(F)F)n3n2)cc1	?	/	/	3	-1%	/	/
O=C(Nc1cccc(C(=O)OCc2cc(=O)n3nc(C4CC4)sc3n2)c1)c1ccc(F)cc1	1%	/	/	10	7%	/	/
CCc1cccc(NC(=O)Cn2c(COc3ccc(OC)cc3)nc(C)c(CCO)c2=O)c1	2%	-9%	?	-13	12%	?	-12%
O=C(Cc1ccc(F)cc1)NCc1nnc2c(-c3nc(C4CC4)no3)cccn12	-8%	0%	1%	8	?	i	-23%
O=S(=O)(NC[C@H]1OC[C@@H](NCc2ccccn2)[C@@H]1O)c1ccccc1	-6%[87.6 µM]	-7%[172 µM]	-3%[172 µM]	7	0%[87.6 µM]	i	-12%[174 µM]
Cc1ccc(C(=O)N2CCCC(N3C(=O)c4c(c(C)nn4-c4ccccc4)C3C(C)C)C2)cc1 (stereo not given)	/	/	45µM*	23	/	/	?
O=C(NC1CCCCC1)c1ccc2nc(-c3ccccn3)oc2c1	5%[87.6 µM]	/	?	3	85%[activator][87.6 µM]	i	?
Cc1nn2c(=O)cc(COC(=O)c3ccc(NC(=O)CCc4ccccc4)cc3)nc2s1	0%	/	/	0	-33%	/	/
CCSc1ncc(Cl)c(C(=O)Nc2sc(C(C)=O)c(C)c2C(=O)OC)n1	3%	/	/	-11	11%	/	/
O=C(NC1CCCCC1)N1CCCCCC1CN1CCCC1 (stereo not given)	-18%	9%	-17%	-7	6%	i	-15%
COc1ccc(-c2ccc(C(=O)N3CCN(C(=O)c4ccncc4)CC3)cc2)nn1	/	/	-1%	-1	/	/	i
CCc1ccc(NC(=O)C(C)C2CCOCC2)cc1 (stereo not given)	9%[12.5 µM]	-8%	1%	18	?	i	3%
O=C(N[C@H]1C[C@H]2C(=O)NC[C@@H](CCC(=O)N3CCCCC3)N2C1)c1cccs1	-11%[87.6 µM]	-12%[172 µM]	0%[172 µM]	5	?	-8%[88.5 µM]	i
COC(=O)N1CC2(CC2)C[C@H](C(=O)NO)[C@H]1C(=O)N1CCN(c2ccccc2)CC1	?	/	/	/	-20%	0%	/
CC(C)c1nnc(C2CN(C(=O)c3ccc(OC(F)(F)F)cc3)CC23CCOCC3)o1 (stereo not given)	5%	-4%	-9%	19	-2%	-22%	-21%
CC(C)n1cnnc1-c1nn(C)c2c1CN(C(=O)c1ccc(F)cc1)CC2	0%	/	i	-7	-19%	i	?

Entries of single compounds, quoted from the list.
`Cc1nn2c(=O)cc(COC(=O)c3ccc(NC(=O)CCc4ccccc4)cc3)nc2s1` is listed with HEK293 viab: 0%; Luciferase inh: /; HEK293 tox: /; IP6K1 inh: 0; SNCA expr inhib: -33%; GPT2 inh: /; NIH3T3 tox: /
`Cc1ccc(C2Cn3nnc(C(=O)NC4CCCCC4)c3CO2)cc1` (stereo not given) is listed with HEK293 viab: 0%; Luciferase inh: -8%; HEK293 tox: -21%; IP6K1 inh: -17; SNCA expr inhib: 68%[activator]; GPT2 inh: ?; NIH3T3 tox: ?

The list is partial (hit frequency here may not be typical).
